Rtt109 Vps75: blocks Candida albicans Rtt109/Vps75 acetyltransferase activity | Q5AAJ8 | purified Rtt109/Vps75, ThioGlo CoA-SH fluorescence, 4 h | inhibition, % at 34.9 µM | 330,000 tested, 0.16% active | AID 540336;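 active = inhibition of at least 50% in every replicate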
PvdQ inh: P. aeruginosa PvdQ acylase inhibition; purified PvdQ acylase, fluorescence plate reader; inhibition, % at 10 µM; 340,000 tested, 0.063% active; AID 488965; in the data active = inhibition above about 30%, passing the limit was not always enough;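 also: 0% = vehicle neutral wells and 100% = reference inhibitor wells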
HTR5A ag ctr: activates human HTR5A in OPRM1-OPRD1 agonist counter-screen | HTR5A agonist assay, luminescence, cell-based | activation, % at 9.3 µM | 340,000 tested, 0.61% active | AID 504692; in the data active = activation mostly above about 9.5%, no sharp cut-off; inactive = mostly below about 7.6%;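 also: 0% = cells with vehicle only and 100% = reference agonist; strong numbers were not always called active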
CDK5 inh: CDK5/p35 (human) kinase inhibition; inhibition, % at 10 µM; 330,000 tested, 0.01% active; Q00535+Q15078; Recombinant CDK5/p35, ADP-Glo luminescence, 60 min; AID 488839;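 active = highest replicate inhibition of at least 50% and at least 75% of replicates reaching 50%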;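 also: plate controls were DMSO neutral control for no effect and GW8510 at 10 µM for full effect; many of its hits are not listed in these tables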
dFosB act: activators of mouse delta FosB homodimer; P13346; purified delta FosB, TAMRA-CDK5 oligo fluorescence polarization; percent of positive-control signal above neutral wells; activation, % at 25 µM; 340,000 tested, 0.99% active;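 active = mean activation above about 17%, with every replicate also reaching it, limit read from the data, passing the limit was not always enough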;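 also: fluorescence polarization rise as delta FosB binds a TAMRA Cdk5 AP-1 oligo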
Target sequence (P13346 whole entry, looked up): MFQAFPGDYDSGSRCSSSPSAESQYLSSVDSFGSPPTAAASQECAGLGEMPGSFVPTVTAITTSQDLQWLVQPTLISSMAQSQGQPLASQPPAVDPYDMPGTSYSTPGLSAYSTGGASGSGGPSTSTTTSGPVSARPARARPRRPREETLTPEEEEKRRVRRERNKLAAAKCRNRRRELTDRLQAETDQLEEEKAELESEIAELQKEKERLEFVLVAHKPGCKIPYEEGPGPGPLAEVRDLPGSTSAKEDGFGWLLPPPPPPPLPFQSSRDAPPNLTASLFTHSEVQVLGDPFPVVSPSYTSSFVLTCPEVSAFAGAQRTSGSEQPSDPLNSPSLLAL
Wnt act: activates Wnt/beta-catenin signaling in a reporter cell assay; activator, plate reader; activation, % at 9.35 µM; 300,000 tested, 1.2% active; in the data active = activation above about 30%, passing the limit was not always enough;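 also: 0% = neutral control wells and 100% = positive control wells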
MITF TRPM1 HTS: activators of MITF-driven TRPM1 promoter activity in SK-MEL-5 cells; SK-MEL-5 TRPM1-promoter luciferase, 24 h; % of positive control, neutral wells = 0; activation, % at 12.5 µM; 300,000 tested, 0.75% active; AID 588334;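 active = mean activation of at least 80% with every replicate also reaching 80%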;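 also: 0% = neutral control wells and 100% = parthenolide positive control wells; values of inactives mirror those of a sister screen read the other way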
cardiac RTF act: increases calcium sensitivity of human cardiac regulated thin filaments; P19429+P45379; AID 493008; IANBD-labeled TnC RTF fluorescence at EC20 calcium; 0% EC20 calcium, 100% full calcium; activation, % at 7.2 µM; 340,000 tested, 0.24% active;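 active = activation above the mean over all tested compounds plus 3 SD, cut at about 30% in these data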;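 also: rise in fluorescence read as greater calcium sensitivity of cardiac thin filaments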
SR-BI DiI inh: blocks mouse SR-BI lipid uptake from DiI-HDL. 320,000 tested, 0.96% active. AID 488896. inhibition, % at 12.5 µM. ldlA[mSR-BI] CHO cells, DiI-HDL uptake fluorescence, 3 h;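 active = mean replicate inhibition of at least 70% and a set share of replicates each scoring 70 or more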;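 also: 0% = median of neutral control wells and 100% = median of positive control wells; values of inactives mirror those of a sister screen read the other way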
Target sequence (Q61009 whole entry, looked up): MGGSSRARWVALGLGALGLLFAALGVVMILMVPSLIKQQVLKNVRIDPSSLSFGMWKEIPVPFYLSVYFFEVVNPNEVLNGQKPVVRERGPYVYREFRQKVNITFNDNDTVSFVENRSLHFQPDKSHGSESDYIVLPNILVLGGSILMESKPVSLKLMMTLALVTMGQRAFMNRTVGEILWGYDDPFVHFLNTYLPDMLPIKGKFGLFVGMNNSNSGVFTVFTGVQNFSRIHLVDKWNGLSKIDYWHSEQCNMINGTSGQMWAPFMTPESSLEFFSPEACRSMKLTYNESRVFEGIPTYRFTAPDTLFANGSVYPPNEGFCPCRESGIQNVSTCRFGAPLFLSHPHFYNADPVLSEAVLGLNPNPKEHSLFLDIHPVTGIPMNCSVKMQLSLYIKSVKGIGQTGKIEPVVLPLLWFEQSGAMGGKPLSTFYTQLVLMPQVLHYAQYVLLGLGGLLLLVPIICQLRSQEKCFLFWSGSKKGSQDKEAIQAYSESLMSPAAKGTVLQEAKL
SR-BI DiI-HDL act: enhances SR-BI lipid uptake from DiI-HDL; CHO ldlA[mSR-BI] cells, DiI-HDL uptake fluorescence, 3 h; 100 = double the neutral-control signal; activation, % at 12.5 µM; 320,000 tested, 0.096% active; AID 504775;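 active = mean replicate activation of at least 60% and every replicate at or above 60%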;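 also: 0% = median plate neutral-control signal and 100% = twice that signal; values of inactives mirror those of a sister screen read the other way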
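Test system: SR-BI-overexpressing, LDLR-lacking CHO cells; Medium: Ham's F12 with 0.5% BSA, HEPES 25 mM, pH 7.4; Schedule: 3 h, 37 °C; Technique: bottom-read fluorescence, 550/595 nm.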
* marks the source's active call; other numbers are inactive results; / = not tested or not shown.

The line under a structure holds: Rtt109 Vps75	PvdQ inh	HTR5A ag ctr	CDK5 inh	dFosB act	Wnt act	MITF TRPM1 HTS	cardiac RTF act	SR-BI DiI inh	SR-BI DiI-HDL act
1: O=[N+]([O-])c1ccc(Nc2cccc(F)c2)nc1
  19	13	-3	0.4	-4	-2	21	0	14	-14
2: Cc1ccc(S(=O)(=O)n2nc(C)c(S(=O)(=O)N3CCCCC3)c2C)cc1
  -5	-1	0	-1.4	-13	0	2	4	-6	/
3: Cc1cnc2ncc3sccc3c2c1
  4	-8	-5	1.0	-17	1	0	7	-28	28
4: O=C1CC(c2ccc(O)cc2)Oc2ccccc21 (stereo not given)
  7	-5	-3	-3.8	-5	-2	83*	-1	1	-1
5: CC(=O)c1ccc(OCCOc2ccc([N+](=O)[O-])cc2)cc1
  -7	-1	-2	-1.7	-1	0	5	-8	3	-3
6: O=C(NCc1ccccc1)N1CCN(c2ccc(F)cc2)CC1
  9	-18	-4	-0.2	3	-2	0	2	3	-3
7: COc1ccc(CC(NC(C)=O)C(=O)NC2CCN(C(=O)Nc3ccccc3C)CC2)cc1OC (stereo not given)
  -2	-18	1	-0.5	-2	-1	1	0	-23	23
8: O=C(NN1C(=O)C2C(c3ccccc3)C=CC(c3ccccc3)C2C1=O)c1ccccc1 (stereo not given)
  3	-2	-1	0.4	4	-1	-2	8	13	-13
9: Cc1sc2nc(CSc3ccccc3)nc(NCCN(C)C)c2c1C
  2	8	4	0.6	6	-1	10	3	-50	50
10: O=C1c2ccccc2C2=Nc3ccccc3SC(c3ccc(Cl)cc3)C12 (stereo not given)
  -4	-4	-4	-0.2	-8	1	9	8	40	-40
11: O=C(c1ccco1)N1CCN(S(=O)(=O)c2ccc(S(=O)(=O)NC3CCCCC3)cc2)CC1
  3	-11	6	2.2	-13	/	-12	-1	3	-3
12: Cc1ccc(CN2CCSc3ccc(C(=O)NC4CCCC4)cc32)cc1
  1	-5	0	-1.5	-14	/	6	0	-8	8
13: CCCOc1cccc(OCC(=O)Nc2nc3ccccc3[nH]2)c1
  1	-14	1	2.3	-1	-1	9	0	3	-3
14: Cc1ccc(C(=O)N[C@H](C(=O)NC2CCCCCCC2)C(C)C)cc1
  2	-12	2	-0.1	2	-2	-10	-2	-3	3
15: Cc1ccc(/C=C/C(=O)OC(C)C(=O)NC2CCCCC2C)o1 (stereo not given)
  -3	-5	3	-0.5	-7	-1	-8	-3	-32	32

New compounds follow:
The line under a structure holds: Rtt109 Vps75	PvdQ inh	HTR5A ag ctr	CDK5 inh	dFosB act	Wnt act	MITF TRPM1 HTS	cardiac RTF act	SR-BI DiI inh	SR-BI DiI-HDL act
16: NC(=O)c1ccc(C(F)(F)F)n(Cc2c(Cl)cccc2Cl)c1=O
  -1	-13	-4	-2.7	-5	1	5	2	27	-27
17: NS(=O)(=O)c1cnccc1Nc1ccc(Cl)c(Cl)c1
  -4	2	4	-0.6	-6	-4	2	-2	-19	19
18: COc1ccc(C2=NS(=O)(=O)N(C)C(C(=O)Nc3ccc4c(c3)OCO4)=C2)cc1
  18	-8	-5	2.6	6	1	1	-3	2	-2
19: Fc1cccc(/C=N/Nc2ncnc3nc[nH]c23)c1
  2	-12	6	31	-1	28	73	0	-5	5
20: CCCNC(=O)c1cnc(Sc2ncc(C(F)(F)F)cc2Cl)n1C
  5	-11	4	-1.5	-6	/	4	0	2	-2
21: COc1ccc(-c2nnc3sc(-c4ccccc4OC)nn23)cc1
  -3	1	-3	1.6	-30	/	/	-3	1	-1
22: CCc1ccccc1OCC(=O)Nc1cccc(S(=O)(=O)N2CCCC2)c1
  -5	1	-3	0.0	-14	0	-1	-6	49	-49
23: O=C(NC1CC1)c1cc(-c2ccc(Br)cc2)nc2ccccc12
  -8	-7	3	0.2	3	1	4	5	52	-52
24: CCc1ccc(C2CC(c3ccccc3)Nc3nc(N)nn32)cc1 (stereo not given)
  -8	-19	-1	-0.9	-11	1	0	4	9	-9
25: Cc1nc(C(F)(F)F)ccc1C(=O)NN1CCOCC1
  10	-6	1	-0.7	-10	/	-10	-2	-3	3
26: O=C(CSc1nc2cc(Cl)c(Cl)cc2[nH]1)c1ccc2c(c1)OCO2
  -7	-14	7	2.5	28*	-1	-3	6	6	-6
27: O=C(NCCCCNC(=O)c1ccc(F)cc1)c1ccc(F)cc1
  3	-11	-4	0.1	-7	0	1	0	-1	1
28: O=C(O)COc1ccc(Oc2ccccc2)cc1
  -6	-11	1	1.3	-3	/	-10	2	0	0
29: COc1cc(OC)c(OC)cc1CN1CCCC(C(=O)c2ccc3c(c2)OCO3)C1 (stereo not given)
  0	-3	0	1.0	1	-7	16	6	-18	18
30: O=S(=O)(Nc1ccncc1)c1cc(Cl)ccc1Cl
  -5	5	3	-0.6	8	-2	10	-8	-8	8

Next compounds:
The line under a structure holds: Rtt109 Vps75	PvdQ inh	HTR5A ag ctr	CDK5 inh	dFosB act	Wnt act	MITF TRPM1 HTS	cardiac RTF act	SR-BI DiI inh	SR-BI DiI-HDL act
31: O=C(Oc1ccccc1F)c1ccc2c(=O)n3c(nc2c1)CCC3
  13	4	3	2.2	-11	0	-2	-3	-1	1
32: COc1ccc(C(CC(=O)N2CCCC2)c2c(OC)cc(OC)c3c(-c4ccccc4)cc(=O)oc23)cc1 (stereo not given)
  -4	-14	-3	2.3	-23	-4	3	-1	-19	19
33: O=C(COc1ccc2c(-c3ccccc3)cc(=O)oc2c1)NCCN1CCOCC1
  0	9	-4	2.0	-21	-2	-6	-5	4	-4
34: CCN(CC)S(=O)(=O)c1cccc(NC(=O)COc2ccc(Cl)cc2Br)c1
  8	7	6	2.0	3	-2	16	6	-42	42
35: Cn1nc(-c2ccccc2)c(N2CCCCC2)cc1=O
  -3	-5	0	0.6	4	-1	6	6	-4	4
36: O=C1CCCC2=C1C(c1cccc(O)c1)c1c(ccc3ncccc13)N2 (stereo not given)
  7	-7	2	-0.7	-6	0	-5	2	-3	3
37: N#CCn1cnc2c(oc3ccccc32)c1=O
  -15	-4	1	0.6	1	/	1	-1	-26	26
38: C=CCN(CCNP(=O)(OCC)OCC)CP(=O)(OCC)OCC
  3	-4	-1	-0.6	-7	/	-3	-3	-29	29
39: CC(NC(=O)c1cccs1)C(c1cccs1)N1CCN(Cc2ccccc2)CC1 (stereo not given)
  2	-17	-1	0.7	-19	/	13	-2	8	-8
40: Cc1ccc(CN2C3=NC(=O)CN3c3ccccc32)cc1
  -9	-7	1	1.8	6	-1	/	-2	0	0
41: CCCCn1nnc(NC(=O)COc2cc(C)ccc2C(C)C)n1
  -22	-17	-2	-2.3	-8	/	3	7	16	-16
42: COC(=O)c1ccc(SC2CCCCC2)c([N+](=O)[O-])c1
  4	-3	-4	-0.9	-3	/	/	-2	21	-21
43: CCN(CC)CCN(C(=O)c1ccc2c(c1)CCCC2)c1nc2ccc(C)cc2s1
  4	-8	9	-1.4	11	-10	17	1	31	-31
44: Clc1ccc(Cn2ccc3ccccc32)cn1
  2	12	1	-0.4	0	3	-13	-8	11	-11
45: CNc1ncc(-c2nnnn2-c2ccccc2)c(-c2ccccc2)n1
  3	-16	1	0.5	0	-2	/	2	-18	18

Next part.
The line under a structure holds: Rtt109 Vps75	PvdQ inh	HTR5A ag ctr	CDK5 inh	dFosB act	Wnt act	MITF TRPM1 HTS	cardiac RTF act	SR-BI DiI inh	SR-BI DiI-HDL act
46: CC1CCC(NC(=O)C2CC(O)CN2S(=O)(=O)c2ccc([N+](=O)[O-])cc2)CC1 (stereo not given)
  0	0	6	0.5	-5	-1	-14	2	-4	4
47: Cn1c(N2CCCC2)nc2c1c(=O)n(Cc1ccc(Cl)cc1)c(=O)n2C
  15	10	9	1.3	-11	-8	-8	1	18	-18
48: CCOC(=O)N1CCC(NC(=O)c2ccc3nc(N4CCOCC4)sc3c2)CC1
  0	16	1	2.0	-1	/	3	-10	-20	20
49: COc1cc(OC)cc(C(=O)Nc2ccc3nc4n(c(=O)c3c2)CCCCC4)c1
  1	-3	3	-4.1	-33	20	43	5	27	-27
50: O=C(CCN1CCN(c2ccccc2)CC1)NNC(=O)Cc1c(F)cccc1Cl
  6	-6	-3	-0.3	0	0	-9	2	-6	6
51: Clc1ccc(CSc2nnc(-c3ccc4c(c3)OCO4)o2)cc1
  -7	-10	1	-0.5	-7	/	3	-5	-34	34
52: N#Cc1cccc(NC(=O)CN2C(=O)NC(Cc3ccccc3)C2=O)c1 (stereo not given)
  -5	-6	1	1.3	-7	4	0	1	/	/
53: CCC(C)(C)NC(=O)CN(Cc1cccs1)C(=O)CCC(=O)Nc1nccs1
  -5	-8	3	-0.2	-4	-4	0	0	-1	1
54: Cc1cc(C)c(NC(=O)CNC(=O)c2ccc3c(=O)n4c(nc3c2)CCC4)c(C)c1
  3	-6	8	-0.3	-1	-1	/	-4	-8	8
55: Cc1ccc2[nH]c(=O)c(CN(CCc3ccccc3)C(=O)N3CCOCC3)cc2c1
  2	0	8	2.5	-9	-10	1	1	-15	15
56: C=CCNC(=O)Cc1ccc(S(=O)(=O)N2CCOCC2)s1
  -2	-4	1	0.1	2	1	6	5	-7	7
57: O=C(c1cccc([N+](=O)[O-])c1)c1ccc2[nH]c(=O)[nH]c2c1
  -8	-13	0	-1.8	7	2	1	7	/	/
58: O=C(Nc1sc2c(c1C(=O)N1CCOCC1)CCCCC2)c1cccnc1
  19	9	5	-1.3	-2	-1	2	9	-15	15
59: O=C(CCC(=O)Nc1ccc(F)cc1)N/N=C/c1ccc(Br)cc1
  0	-16	-1	-0.3	7	1	-1	-1	-11	11
60: COc1cccc(Cn2cc(C)cc(NC(=O)NCc3ccccc3)c2=O)c1
  -5	-4	2	-0.6	-2	3	26	1	-15	15
61: O=C(NCc1cccnc1)Nc1cc(Cl)cc(Cl)c1
  10	0	6	-0.6	-3	2	5	0	-1	1
62: CC(=O)Nc1cc(C(=O)N2CCCC2)ccc1Sc1ccc(C)cc1
  -5	-1	4	-1.0	2	4	-14	2	-26	26

Bioassay records deposited in PubChem by several laboratories.
